PLC-beta3 inh = PLC-beta3 (human) inhibition, primary screen | 0.18% of 370,000 active | Q01970 | Purified PLC-beta3, fluorogenic substrate, fluorescence | inhibition, % at 12.2 µM; in the data active = inhibition above about 11%;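 also: 0% = median of compound wells on plate and 100% = full blocker control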
SMARCA2 act = activators of SMARCA2 function; MG213 cells, MMTV-luciferase reporter, dexamethasone, overnight; activation, % at 9.1 µM; 1% of 370,000 active; AID 652017; in the data active = activation above about 7.8%;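 also: 0% = vehicle wells and 100% = reference activator wells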
DAX1 inh-1 = inhibitors of human orphan nuclear receptor DAX1 (NR0B1); P51843; HEK293 Gal4-DAX1 luciferase reporter, luminescence; inhibition, % at 6.75 µM; 0.99% of 340,000 active; AID 504766;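 active = inhibition above the mean over all tested compounds plus 3 SD, cut at about 4.2% in these data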;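 also: 0% = DAX1-transfected cells with DMSO and 100% = empty-vector control cells with DMSO; inhibition shows as a rise in luminescence from relieved DAX1 repression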
Target sequence (P51843 207-470 limits assumed): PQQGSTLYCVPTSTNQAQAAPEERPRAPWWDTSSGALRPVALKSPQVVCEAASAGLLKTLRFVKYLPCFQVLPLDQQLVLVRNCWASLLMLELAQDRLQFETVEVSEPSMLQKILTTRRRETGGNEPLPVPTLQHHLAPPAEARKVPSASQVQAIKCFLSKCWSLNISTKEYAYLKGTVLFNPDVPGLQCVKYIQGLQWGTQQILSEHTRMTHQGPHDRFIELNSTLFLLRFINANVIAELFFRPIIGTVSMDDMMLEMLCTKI
ssDAF12 agonist = S. stercoralis DAF-12 activation, primary screen; HEK293 ssDAF-12/GRIP1 lit1-tk-luc reporter, luminescence; % of 3 µM dafachronic acid response; activation, % at 6.8 µM; 1% of 370,000 active; AID 652126;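 active = activation above the mean over all tested compounds plus 3 SD, cut at about 0.9% in these data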;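 also: 0% = DMSO-only wells and 100% = 3 µM delta7-dafachronic acid wells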
hgDAF12 agonist = activates the H. glycines DAF-12 receptor ligand-binding domain; HEK293 GAL4-hgDAF12 UAS-luciferase reporter, agonist luminescence; normalized to butyrate control; activation, % at 6.8 µM; 1.8% of 370,000 active; AID 687014;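 active = activation above a cutoff set at the mean of all screened compounds plus 3 SD, cut at about 10% in these data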;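 also: 0% = DMSO wells and 100% = sodium butyrate wells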
NR1D1 modulator = modulates human Rev-erb alpha binding to DNA; P20393; Rev-erbα–FITC-DNA binding, fluorescence polarization, 90 min; activity, % at 10 µM; 0.79% of 370,000 active; AID 1259318;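 active = activity above about 14%, limit read from the data; passing the limit was not always enough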;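 also: 0% = DMSO wells with 35 nM protein and 100% = DMSO wells with 750 nM protein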
ADAM17 inh = inhibits human ADAM17 | P78536 | recombinant ADAM17, EDANS/DABCYL FRET peptide cleavage | inhibition, % at 6.95 µM | 0.83% of 370,000 active;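 active = inhibition above the mean of compounds lying between control limits plus 3 SD, set per campaign, cut at about 8.5% in these data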;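 also: 0% = DMSO-only wells as the low control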
PLCg1 inh = blocks human PLC-gamma1 enzyme activity | purified PLC-gamma1, fluorogenic substrate, fluorescence | AID 720700 | P19174 | inhibition, % at 12.2 µM | 0.84% of 370,000 active; in the data active = inhibition above about 9.5%
hcDAF-12 act = H. contortus DAF-12 activation, primary screen; HEK293 hcDAF-12 lit1-tk-luc reporter, luminescence; 0% DMSO, 100% Δ7-dafachronic acid; 1.4% of 370,000 active; activation, % at 6.8 µM;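 active = activation above the mean of all tested compounds plus 3 SD, cut at about 5.5% in these data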;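 also: 100% = response to 3 µM Δ7-dafachronic acid high control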
MBD2 inh = MBD2-methylated oligo binding inhibition; Q9UBB5; TR-FRET, MBD2 binding to methylated oligonucleotide; inhibition, % at 4.4 µM; 0.31% of 370,000 active; in the data active = inhibition above about 13%
Target sequence (Q9UBB5 whole entry, looked up): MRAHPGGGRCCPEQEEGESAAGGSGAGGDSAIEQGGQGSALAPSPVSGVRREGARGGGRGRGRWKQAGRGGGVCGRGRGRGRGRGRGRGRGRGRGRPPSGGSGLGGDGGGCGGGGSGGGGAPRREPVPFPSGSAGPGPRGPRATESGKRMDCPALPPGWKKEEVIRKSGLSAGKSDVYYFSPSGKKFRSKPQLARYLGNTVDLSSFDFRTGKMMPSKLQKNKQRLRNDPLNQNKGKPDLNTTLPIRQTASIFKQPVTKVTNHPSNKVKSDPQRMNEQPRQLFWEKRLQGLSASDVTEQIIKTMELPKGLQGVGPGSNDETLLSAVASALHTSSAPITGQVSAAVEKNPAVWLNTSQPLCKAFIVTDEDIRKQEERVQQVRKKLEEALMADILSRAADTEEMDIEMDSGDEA
DAX1 inh-2 = inhibitors of DAX1 repression of SF-1 activated StAR promoter; HEK293T StAR-luciferase reporter, SF-1/DAX-1 repression relief; inhibition, % at 6.8 µM; 1.1% of 370,000 active; AID 652010;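 active = inhibition above the mean over all tested compounds plus 3 SD, cut at about 3.6% in these data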;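 also: 0% = DAX-1 cells with DMSO and 100% = cells lacking DAX-1 with DMSO; higher inhibition means more luminescence from relief of DAX-1 repression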
An asterisk follows results filed as active; i = inactive; . = no result given. Rows were taken by chance, and some 7.4% of all compounds hit somewhere here.

SMILES	PLC-beta3 inh	SMARCA2 act	DAX1 inh-1	ssDAF12 agonist	hgDAF12 agonist	NR1D1 modulator	ADAM17 inh	PLCg1 inh	hcDAF-12 act	MBD2 inh	DAX1 inh-2
Cc1ccc(NS(=O)(=O)c2ccccc2F)cc1S(=O)(=O)N1CCCCCC1	-0.4	-0.2	0.3	-1.0	-0.2	3.1	-2.6	5.2	-1.3	-4.8	-0.2
Cc1c(O)ccc2c(CN3CCN(C/C=C/c4ccccc4)CC3)cc(=O)oc12	i	-0.5	-3.5	-1.5	-2.7	5.9	-462.6	i	-1.6	-2.2	-0.9
CCc1cccc(CC)c1NC(=O)CSc1nc2ccc(N3C(=O)C4C(C3=O)[C@H]3C=C[C@@H]4C3)cc2s1 (stereo partly drawn)	2.8	-1.6	0.2	-1.7	-4.3	-4.6	1.4	1.3	-2.7	-4.8	-1.3
CCCn1c(N)c(N2CCCCC2)c(=O)n(CC(=O)Nc2ccccc2)c1=O	2.4	-1.9	-0.3	-0.9	2.6	-5.8	-4.5	0.2	0.0	-0.8	0.0
O=C(Nc1ccc(Br)cc1)c1ccc(F)c(S(=O)(=O)N2CCN(c3ccccn3)CC2)c1	0.5	-0.2	-1.7	-1.5	-3.9	-4.1	0.7	-1.1	-0.7	-3.3	1.3
Cn1c(SCC(=O)Nc2nc3ccccc3s2)nnc1-c1ccccc1	1.4	-1.0	0.8	-0.9	-1.2	-6.0	-5.1	8.3	-1.3	-5.2	-0.2
COc1cccc(CNC(=O)c2cc3c(C)nc4ccccc4c3o2)c1	-4.2	-6.9	-1.9	-2.2	-3.5	-8.4	0.4	0.9	-3.9	4.2	-3.3
CCCCCNC(=O)Cn1c(=O)c2c(ncn2CC(C)C)n(Cc2ccccc2)c1=O	-5.5	-0.6	-0.8	-0.9	-1.1	-4.0	1.4	-0.1	-0.7	3.1	-0.4
C=CCn1cnc2c(nnn2-c2cc(C)cc(C)c2)c1=O	-7.0	-0.6	-0.4	-1.8	0.2	-0.7	-4.1	0.1	-2.1	-0.4	-0.4
CC1(C(=O)Nc2cccc3cccnc23)CCN1C(=O)CC1CC1 (stereo not drawn)	-4.2	2.5	.	-0.4	0.7	9.2	-3.0	-8.0	0.1	-5.3	1.2
CC(=O)Nc1ccc(S(=O)(=O)NNC2=NS(=O)(=O)c3ccccc32)cc1	4.1	-0.5	-0.6	-1.2	4.3	2.3	-1.2	1.8	0.9	4.1	0.0
Cc1c(C(=O)C(=O)N2c3ccccc3CC2C)c2ccccc2n1C (stereo not drawn)	-5.4	1.3	-0.9	-2.4	-2.6	3.6	1.4	1.1	-1.7	-3.0	-1.1
COc1ccc(C(=O)N[C@H]2CC[C@@]34CCCN3C(=O)CCC[C@H]4[C@H]2C)cc1	2.7	.	.	-1.8	-2.8	3.5	-1.8	2.9	-2.3	-4.3	.
Cc1cccc(NC(=O)c2ccc3c(c2)OCCO3)c1C	1.4	4.4	-0.2	0.0	11.9*	2.4	-0.8	7.4	3.8	2.9	1.7
C[C@H]1COC(=O)[C@@H](Cc2ccc(F)cc2)CC/C=C/C[C@@H](CC(=O)N(CCO)Cc2ccccc2)C(=O)N1	4.1	0.7	-2.0	-1.4	-2.5	-2.4	-3.8	1.8	-1.1	-3.9	-0.1
c1ccc(Nc2nc(N3CCOCC3)nc(N3CCOCC3)n2)cc1	2.2	2.1	-0.6	-1.7	-0.7	-1.7	0.1	1.5	-2.8	-0.1	-0.9
CCOC(=O)c1c(C)[nH]c(C)c1S(=O)(=O)Nc1ccc(CN2CCCCC2)cc1	-4.9	-3.8	0.5	-0.5	1.3	1.9	5.2	-0.2	0.7	4.0	0.4
Cc1cccc(N=C2NC(=O)/C(=C/C=C/c3ccco3)S2)c1	-38.4	-1.1	1.0	-1.2	0.3	-6.8	2.5	-20.1	-0.9	1.6	0.6
Cc1ccc(Nc2cnn(C34CC5CC(CC(CC(=O)O)(C5)C3)C4)c(=O)c2Cl)cc1C	2.8	0.9	0.0	-1.2	-0.5	-3.0	-0.1	5.2	-0.7	1.9	-0.3
COc1ccccc1-c1cc(C(F)(F)F)nc(S(=O)(=O)CCCC(=O)NC(C)C)n1	-11.8	4.0	-0.4	-0.6	1.6	4.6	-2.3	-8.5	1.6	12.9	-0.3
O=C(Oc1cccc(OC(=O)N2CCCCC2)c1)N1CCCCC1	-1.4	-6.3	-1.5	-2.0	0.4	-1.2	-0.5	3.3	-0.3	7.2	-1.4
CCCNC(=O)CN(c1ccc(F)cc1)S(=O)(=O)c1ccc2c(c1)OCCO2	5.6	-0.5	-0.8	-1.5	3.5	3.5	1.7	6.4	-0.6	-7.4	-0.2
CC(=O)N(C)c1ccc(NS(=O)(=O)c2cc(Cl)ccc2Cl)cc1	-1.4	0.7	1.4	-0.6	-4.9	2.9	-1.5	2.3	-2.0	4.1	-0.3
Cc1sc2ncnc(SCC(=O)N(C(C)C)C(C)C)c2c1C	-4.1	-2.0	0.3	-0.9	-1.3	-0.7	-6.0	-0.5	-2.8	-1.9	-0.9
COc1cc(/C=N/NC(=O)c2ccccn2)ccc1OC(=O)c1ccccc1Br	-9.4	4.5	-0.2	-1.5	4.9	6.6	-2.7	-0.1	0.5	-0.9	1.7
Remaining list, next part
SMILES	PLC-beta3 inh	SMARCA2 act	DAX1 inh-1	ssDAF12 agonist	hgDAF12 agonist	NR1D1 modulator	ADAM17 inh	PLCg1 inh	hcDAF-12 act	MBD2 inh	DAX1 inh-2
COc1ccc(OC)c(S(=O)(=O)N2CCN(c3ccc(F)cc3)CC2)c1	-2.7	-1.0	-1.3	-0.6	2.2	4.5	3.2	3.9	-2.7	0.5	-0.4
CCSc1nnc(-c2ccc(OC)cc2)o1	1.4	5.5	0.8	-0.6	12.2*	-1.4	-3.8	-0.1	0.9	-2.2	1.0
COc1ccccc1NC(=O)CNC(=O)c1ccccc1	2.5	0.1	0.2	-1.1	-0.4	-4.5	0.0	8.9	-1.0	-0.2	-0.1
CCc1nc2c(OCc3ccc(OC)cc3)cccn2c1N(C)C(=O)c1ccncc1	-1.2	3.1	.	-1.0	1.0	-2.3	-2.3	-1.6	0.1	-1.9	1.4
COC(=O)c1ccc(COc2ccc(C=O)cc2OC)o1	-1.6	0.8	-0.6	-0.5	3.7	-1.5	2.8	0.0	1.7	1.1	0.0
CC(=O)c1ccc(Nc2ccc(-c3ccccc3F)nn2)cc1	-49.1	-2.6	1.1	0.6	18.3*	3.9	-9.5	-28.1	5.0	-2.5	4.7*
O=[N+]([O-])c1ccc(/C=C2\CCC(C3=CCCC3)=C2N2CCOCC2)cc1	1.0	-3.2	0.3	0.8	-2.7	3.5	4.1	1.1	-0.8	0.3	-0.7
CCn1c(COc2cccc(C)c2)nnc1SCC(=O)Nc1cccc(C(=O)OC)c1	1.4	1.3	-1.3	-1.7	1.1	8.5	2.9	-1.8	-3.2	7.7	-0.4
O=S(=O)([O-])CCC[N+]1(CC#Cc2ccccc2)CCCCC1	2.2	0.6	-0.3	-1.7	1.1	-1.2	-5.3	4.6	-0.9	-2.8	-0.1
COc1ccc(C(=O)OCC(=O)c2ccco2)cc1[N+](=O)[O-]	0.3	1.5	0.2	-0.8	-0.7	-5.3	-2.8	-1.0	0.6	-0.3	-0.8
CC(C)COCc1ccc(O)c2ncccc12	-2.3	0.3	-1.4	-0.4	-2.6	2.3	-1.8	-2.5	1.3	-2.0	-0.1
O=C(c1ccc([N+](=O)[O-])cc1[N+](=O)[O-])N1CCCC1	-17.8	-3.0	0.0	-1.7	-3.8	-3.4	-1.4	-1.8	-1.2	1.0	-0.5
COc1cc(OC)c(S(=O)(=O)Nc2ccc(C(=O)O)cc2)cc1S(=O)(=O)Nc1ccc(C(=O)O)cc1	-7.8	-0.5	1.5	-0.9	-3.3	-6.4	-4.8	1.0	-1.8	3.4	-0.2

Structural class: those above with an aryl methoxy group (eleven)
SMILES	PLC-beta3 inh	SMARCA2 act	DAX1 inh-1	ssDAF12 agonist	hgDAF12 agonist	NR1D1 modulator	ADAM17 inh	PLCg1 inh	hcDAF-12 act	MBD2 inh	DAX1 inh-2
COc1cccc(CNC(=O)c2cc3c(C)nc4ccccc4c3o2)c1	-4.2	-6.9	-1.9	-2.2	-3.5	-8.4	0.4	0.9	-3.9	4.2	-3.3
COc1ccc(C(=O)N[C@H]2CC[C@@]34CCCN3C(=O)CCC[C@H]4[C@H]2C)cc1	2.7	.	.	-1.8	-2.8	3.5	-1.8	2.9	-2.3	-4.3	.
COc1ccccc1-c1cc(C(F)(F)F)nc(S(=O)(=O)CCCC(=O)NC(C)C)n1	-11.8	4.0	-0.4	-0.6	1.6	4.6	-2.3	-8.5	1.6	12.9	-0.3
COc1cc(/C=N/NC(=O)c2ccccn2)ccc1OC(=O)c1ccccc1Br	-9.4	4.5	-0.2	-1.5	4.9	6.6	-2.7	-0.1	0.5	-0.9	1.7
COc1ccc(OC)c(S(=O)(=O)N2CCN(c3ccc(F)cc3)CC2)c1	-2.7	-1.0	-1.3	-0.6	2.2	4.5	3.2	3.9	-2.7	0.5	-0.4
CCSc1nnc(-c2ccc(OC)cc2)o1	1.4	5.5	0.8	-0.6	12.2*	-1.4	-3.8	-0.1	0.9	-2.2	1.0
COc1ccccc1NC(=O)CNC(=O)c1ccccc1	2.5	0.1	0.2	-1.1	-0.4	-4.5	0.0	8.9	-1.0	-0.2	-0.1
CCc1nc2c(OCc3ccc(OC)cc3)cccn2c1N(C)C(=O)c1ccncc1	-1.2	3.1	.	-1.0	1.0	-2.3	-2.3	-1.6	0.1	-1.9	1.4
COC(=O)c1ccc(COc2ccc(C=O)cc2OC)o1	-1.6	0.8	-0.6	-0.5	3.7	-1.5	2.8	0.0	1.7	1.1	0.0
COc1ccc(C(=O)OCC(=O)c2ccco2)cc1[N+](=O)[O-]	0.3	1.5	0.2	-0.8	-0.7	-5.3	-2.8	-1.0	0.6	-0.3	-0.8
COc1cc(OC)c(S(=O)(=O)Nc2ccc(C(=O)O)cc2)cc1S(=O)(=O)Nc1ccc(C(=O)O)cc1	-7.8	-0.5	1.5	-0.9	-3.3	-6.4	-4.8	1.0	-1.8	3.4	-0.2

Assay outcomes (PubChem BioAssay)
